Screening data deposited in PubChem by Sanford-Burnham Center for Chemical Genomics.
NLRP3 yeast inh – inhibitors of NALP3 inflammasome in yeast | Yeast reconstituted NLRP3/ASC/caspase-1, beta-gal luminescence, 24 h | inhibition, % at 10 µM | hit rate 0.39% among 330,000;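 active means inhibition of 50% or more; inactive means inhibition below 50%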;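 further: plate controls were induced DMSO wells for no effect and uninduced yeast grown without galactose for full effect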
TIM10 inh – growth inhibitors of TIM10 yeast strain. S. cerevisiae TIM10 strain growth, BacTiter-Glo luminescence, 24 h. inhibition, % at 10 µM. hit rate 1.4% among 330,000;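 active means inhibition of 40% or more at the single tested concentration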;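 further: wild-type TIM10 isogenic control strain grown at permissive 25 °C; 0% = DMSO yeast wells and 100% = minimal medium wells without yeast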
Apaf-1 inh – human Apaf-1 inhibition; O14727; reconstituted apoptosome caspase-3 activity, DEVD-Rh110 fluorescence; inhibition, % at 20 µM; hit rate 0.71% among 330,000; active means inhibition of at least 40% at 20 µM;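 further: plate controls were DMSO wells for no effect and DEVD-CHO caspase inhibitor wells for full effect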
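detection = Rh110 fluorescence intensity | test system = biochemical Apaf-1 apoptosome reconstitution | also added = cytochrome c and DEVD-Rh110 substrate | schedule = 30 min plus 50 min, RT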
tim10-1 inh – growth inhibitors of tim10-1 mutant yeast. S. cerevisiae tim10-1 ts strain growth, BacTiter-Glo, 24 h. hit rate 2.2% among 330,000. inhibition, % at 20 µM;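 active means inhibition of at least 40%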;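 further: mutant grown at 25 °C; 0% = DMSO wells with yeast and 100% = wells holding no yeast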
hIAP act – human IAP activation; purified human IAP, CDP-Star luminescence, 30 min; hits give high values; 1 = vehicle-only enzyme, 0 = enzyme-free background; activation factor at 10 µM; hit rate 0.16% among 330,000; AID 2524;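 active means activation factor of the enzyme at least 2-fold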; further: the source names both 10 and 20 µM as test concentration; values of inactives mirror those of a sister screen read the other way
Target sequence (P09923 whole entry, looked up): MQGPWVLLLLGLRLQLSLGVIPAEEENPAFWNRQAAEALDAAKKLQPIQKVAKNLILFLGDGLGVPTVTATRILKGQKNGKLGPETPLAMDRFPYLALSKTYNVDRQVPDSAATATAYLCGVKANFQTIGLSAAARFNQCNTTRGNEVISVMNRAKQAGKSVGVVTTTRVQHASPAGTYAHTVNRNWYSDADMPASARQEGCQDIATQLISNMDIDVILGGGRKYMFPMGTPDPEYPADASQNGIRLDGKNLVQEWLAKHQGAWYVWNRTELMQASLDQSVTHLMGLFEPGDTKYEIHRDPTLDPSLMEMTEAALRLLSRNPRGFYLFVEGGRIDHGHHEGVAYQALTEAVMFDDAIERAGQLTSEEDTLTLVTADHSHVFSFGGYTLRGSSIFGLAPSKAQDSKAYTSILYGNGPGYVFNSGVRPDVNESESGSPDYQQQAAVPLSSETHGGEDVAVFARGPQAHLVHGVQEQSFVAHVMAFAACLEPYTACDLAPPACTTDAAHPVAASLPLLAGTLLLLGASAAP
hIAP inh – blocks human intestinal alkaline phosphatase. P09923. hit rate 0.12% among 330,000. purified IAP, CDP-Star luminescence, 30 min. inhibition, % at 10 µM. AID 2544;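 active means inhibition reaching a set limit with compound at 10 µM in the primary screen, cut at about 35% in these data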;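 further: plate controls were DMSO wells with enzyme for no effect and no-enzyme buffer wells for full effect; values of inactives mirror those of a sister screen read the other way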
ATG4B inh – blocks human ATG4B protease cleavage of LC3 substrate | Q9Y4P1 | ATG4B cleavage of LC3-PLA2, NBD-HPC fluorescence, 1 h | inhibition, % at 8.33 µM | hit rate 0.51% among 340,000; in the data active means inhibition above about 40%
Target sequence (Q9Y4P1 whole entry, looked up): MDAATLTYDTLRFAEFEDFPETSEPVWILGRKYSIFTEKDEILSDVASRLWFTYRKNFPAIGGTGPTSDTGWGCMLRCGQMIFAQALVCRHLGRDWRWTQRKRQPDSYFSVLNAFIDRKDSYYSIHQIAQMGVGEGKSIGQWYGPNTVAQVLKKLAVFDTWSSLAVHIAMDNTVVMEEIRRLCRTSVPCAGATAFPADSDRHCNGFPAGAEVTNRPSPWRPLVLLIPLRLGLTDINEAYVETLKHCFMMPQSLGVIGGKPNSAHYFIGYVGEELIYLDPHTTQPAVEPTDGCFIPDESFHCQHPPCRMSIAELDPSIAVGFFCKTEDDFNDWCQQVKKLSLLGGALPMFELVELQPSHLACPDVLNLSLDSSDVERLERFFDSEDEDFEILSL
mIAP act – mouse IAP activation; hit rate 0.24% among 330,000; AID 2805; muIAP, CDP-Star luminescence, 30 min; hits give high values; 1 = vehicle-only enzyme signal, 0 = enzyme-free wells; activation factor at 10 µM;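 active means activation factor of at least 2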; further: the source names both 10 and 20 µM as test concentration; values of inactives mirror those of a sister screen read the other way
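System: Mouse IAP enzyme | Also added: CDP-Star substrate | Dosing: Compounds dispensed in DMSO | Schedule: 30 min enzyme-substrate-compound incubation at room temperature | Technique: Chemiluminescence readout | Control set: DMSO-only wells and no-enzyme negative control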
mIAP block – blocks mouse intestinal alkaline phosphatase. purified mouse IAP, CDP-Star luminescence, 30 min. inhibition, % at 10 µM. hit rate 0.2% among 330,000. AID 2806;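 active means inhibition of at least 40% at 10 µM in the primary screen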;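 further: plate controls were DMSO with enzyme for no effect and no enzyme wells for full effect; values of inactives mirror those of a sister screen read the other way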
* = called active by the depositor; . = not tested or not shown.

SMILES	NLRP3 yeast inh	TIM10 inh	Apaf-1 inh	tim10-1 inh	hIAP act	hIAP inh	ATG4B inh	mIAP act	mIAP block
COc1cc(O)c2c(=O)c3c(O[C@H]4O[C@@H](CO)[C@H](O)[C@@H](O)[C@@H]4O)ccc(O)c3oc2c1	13.4	-2.7	7.1	-10.0	1.04	-3.8	-8.1	0.854	14.6
COc1cc2[nH]c(=S)nc(NCc3cccs3)c2cc1OC	9.0	9.2	9.0	31.9	1.32	-32.3	-3.5	1.09	-8.9
O=C(Nc1ccccc1)c1cnc2ccccc2n1	34.7	14.0	-0.5	-40.9	1.05	-4.7	-6.8	1.09	-9.0
Cc1c(C(=O)NCc2ccc3c(c2)cc(C)n3C)cccc1[N+](=O)[O-]	7.9	-6.4	24.3	-8.1	0.928	7.2	-4.0	0.937	6.3
CCCCn1c(N)c(N(CCC(C)C)C(=O)C2CSC3(C)CCC(=O)N23)c(=O)[nH]c1=O (stereo not given)	12.9	7.6	4.4	-11.5	0.948	5.2	3.0	0.997	0.3
Nc1nc2ccccc2[nH]1	-2.5	-5.3	6.4	6.9	0.954	4.6	-3.9	1.08	-8.2
COc1ccc(OC)c(C(=O)N2CCC(CCC(=O)NC3CC3)CC2)c1	7.8	-5.2	-0.2	-3.7	0.877	12.3	0.0	0.97	3.0
Cc1ccc(C(C)C)cc1NC(=O)Nc1ccc([N+](=O)[O-])cc1	45.4	68.5*	14.0	75.7*	0.84	16.0	5.7	0.913	8.7
CC1=CC(=O)C=CC1(C)C(Cl)Cl (stereo not given)	15.0	-12.2	-2.5	-16.1	1.27	-27.2	-4.1	1.03	-2.8
Cc1cc(C)cc(OCC(=O)N/N=C/c2ccc([N+](=O)[O-])o2)c1	21.2	33.2	14.3	33.5	1.05	-5.4	-7.5	0.754	24.6
CN(Cc1ccccc1)C(=O)[C@@H]1CCCN1S(=O)(=O)c1ccc(Cl)cc1	25.8	5.5	-1.9	22.0	1.05	-4.9	1.4	0.972	2.8
CC1CCCC(n2c(=S)[nH]c3ccccc3c2=O)C1C (stereo not given)	18.9	39.2	15.8	41.8*	0.909	9.1	34.6	1.04	-4.2
O=C(Nc1ncccc1O)c1ccc(OCC2CCCO2)cc1 (stereo not given)	7.7	6.3	7.2	3.9	0.948	5.2	-7.0	0.935	6.5
COc1ccc(-c2nnc(SCC(=O)NCC3CCCO3)o2)cc1 (stereo not given)	17.7	-4.4	3.0	-16.7	1.19	-19.3	-3.8	0.904	9.6
O=C(c1ccc(S(=O)(=O)N2CCOCC2)cc1)N1CCN(c2ccccc2F)CC1	15.3	4.2	-17.6	-2.0	0.874	12.6	-9.2	0.938	6.2
NC(=O)c1ccccc1NC(=S)NC(=O)c1ccc(Br)o1	11.1	3.3	2.3	22.5	0.956	4.4	-6.4	0.95	5.0
O=C(N/N=C/c1cc([N+](=O)[O-])ccc1O)c1cccc(NC(=O)c2cccc(Cl)c2)c1	-1.6	18.6	11.1	-0.4	0.843	15.7	-1.9	0.729	27.1
COCCN(CCOC)Cc1c(C)[nH]c2ccccc2c1=O	-2.2	4.1	-0.4	4.8	0.824	17.6	2.2	1.04	-4.5
COc1ccc(NC(=O)Nc2ccc(Br)cn2)cc1	18.8	14.5	22.1	14.0	1.04	-3.6	4.0	1.09	-9.5
COc1ccc(CCNC(=O)C2CCN(S(=O)(=O)c3cnc[nH]3)CC2)cc1OC	14.9	3.8	-1.0	2.6	0.997	0.3	3.3	0.888	11.2
O=C1c2ccccc2C(Nc2ccc(S(=O)(=O)N3CCOCC3)cc2)N1c1ccccn1 (stereo not given)	5.0	13.8	3.7	30.5	0.864	13.7	-6.5	0.946	5.4
Cc1ccc(-c2cc(C(=O)Nc3c(C)n(C)n(-c4ccccc4)c3=O)[nH]n2)c(O)c1C	8.1	-18.5	-1.5	0.0	1.52	-51.8	-2.0	0.908	9.2
COc1ccccc1CNC(=O)CC(C)c1ccccc1 (stereo not given)	31.9	0.3	-9.9	-0.8	1.22	-21.6	-1.6	1	-0.1
CCCNC(=S)NC1CCCC1	-1.6	-5.6	-0.5	0.4	0.916	8.4	4.7	0.979	2.1
Cc1ccc(NS(=O)(=O)c2ccc(NC(=O)C(C)Sc3ccc(Cl)cc3)cc2)c(C)c1 (stereo not given)	-0.5	14.7	14.1	16.6	0.984	1.6	-16.0	1.06	-5.7
CCCCCCCC[n+]1cccc(C(=O)N(CC)CC)c1	7.5	-3.1	-2.7	-3.7	1.02	-1.6	-13.1	0.972	2.8
Cc1cc(C)cc(OCC(=O)N/N=C/c2ccccn2)c1	-10.7	3.6	-23.4	13.4	1.1	-10.1	-3.4	1.05	-5.4
c1ccc(-c2cc3c(N4CCCCC4)ncnc3s2)cc1	28.8	0.7	21.0	20.0	0.971	2.9	-6.8	0.998	0.2
Cc1ccc(COC(=O)CCc2nc3ccccc3c(=O)[nH]2)cc1	19.8	-11.4	4.0	4.3	0.907	9.3	8.7	0.98	2.0
CCOc1cc(S(=O)(=O)NC2CC(C)(C)NC(C)(C)C2)ccc1Cl	-9.8	-2.3	-2.5	11.1	1.08	-8.1	2.9	1.06	-6.1

Ordered by molecular weight (falling): three of the compounds above
SMILES	NLRP3 yeast inh	TIM10 inh	Apaf-1 inh	tim10-1 inh	hIAP act	hIAP inh	ATG4B inh	mIAP act	mIAP block
Cc1ccc(NS(=O)(=O)c2ccc(NC(=O)C(C)Sc3ccc(Cl)cc3)cc2)c(C)c1 (stereo not given)	-0.5	14.7	14.1	16.6	0.984	1.6	-16.0	1.06	-5.7
Cc1c(C(=O)NCc2ccc3c(c2)cc(C)n3C)cccc1[N+](=O)[O-]	7.9	-6.4	24.3	-8.1	0.928	7.2	-4.0	0.937	6.3
O=C(Nc1ccccc1)c1cnc2ccccc2n1	34.7	14.0	-0.5	-40.9	1.05	-4.7	-6.8	1.09	-9.0

Looked up by structure from above:
SMILES	NLRP3 yeast inh	TIM10 inh	Apaf-1 inh	tim10-1 inh	hIAP act	hIAP inh	ATG4B inh	mIAP act	mIAP block
c1ccc(-c2cc3c(N4CCCCC4)ncnc3s2)cc1	28.8	0.7	21.0	20.0	0.971	2.9	-6.8	0.998	0.2
COc1ccc(OC)c(C(=O)N2CCC(CCC(=O)NC3CC3)CC2)c1	7.8	-5.2	-0.2	-3.7	0.877	12.3	0.0	0.97	3.0
Cc1c(C(=O)NCc2ccc3c(c2)cc(C)n3C)cccc1[N+](=O)[O-]	7.9	-6.4	24.3	-8.1	0.928	7.2	-4.0	0.937	6.3
CCCCCCCC[n+]1cccc(C(=O)N(CC)CC)c1	7.5	-3.1	-2.7	-3.7	1.02	-1.6	-13.1	0.972	2.8
CCCCn1c(N)c(N(CCC(C)C)C(=O)C2CSC3(C)CCC(=O)N23)c(=O)[nH]c1=O (stereo not given)	12.9	7.6	4.4	-11.5	0.948	5.2	3.0	0.997	0.3
Cc1ccc(NS(=O)(=O)c2ccc(NC(=O)C(C)Sc3ccc(Cl)cc3)cc2)c(C)c1 (stereo not given)	-0.5	14.7	14.1	16.6	0.984	1.6	-16.0	1.06	-5.7

More structures.
SMILES	NLRP3 yeast inh	TIM10 inh	Apaf-1 inh	tim10-1 inh	hIAP act	hIAP inh	ATG4B inh	mIAP act	mIAP block
C[C@H](NC(=O)c1nc[nH]c1C(=O)NCCCCCN)C(=O)OCc1ccccc1	7.4	8.0	-5.5	4.6	1.2	-19.7	0.7	0.933	6.7
C=CCNS(=O)(=O)c1ccc(C(=O)OCc2cc(=O)oc3cc(OC)ccc23)cc1	12.7	0.9	11.6	-11.1	0.748	25.2	-9.9	1.03	-3.1
CCOC(=O)CNC(=O)c1ccccc1Br	6.8	-1.8	-3.3	1.2	1.28	-28.2	-5.3	1.05	-5.1
CCCC(=O)NC(=S)Nc1cccc(-c2nc3ncccc3o2)c1	26.7	12.2	5.8	15.5	0.757	24.3	8.3	0.929	7.1
NC(=O)c1cc2ccccc2o/c1=N\NC(=O)c1ccc(F)cc1	13.9	5.0	4.5	-1.8	0.957	4.3	6.1	0.964	3.6
O=C(NCCN1CCOCC1)c1ccc(NC(=O)C2COc3ccccc3O2)cc1 (stereo not given)	2.0	-2.1	-2.7	8.1	0.938	6.2	2.9	0.919	8.1
COc1ccc(OC)c(NC(=O)c2cccc(N3C(=O)C4C5CCC(C5)C4C3=O)c2)c1 (stereo not given)	26.5	-2.7	15.9	24.0	1.45	-44.9	-0.1	1.03	-2.7
CC(Cc1cccs1)NC(=O)Nc1ccc(Cl)cc1 (stereo not given)	27.1	13.2	1.3	35.9	1.12	-11.9	1.1	2.3*	-129.9
CC(C)(C)C(=O)Nc1nc2c(c(=O)[nH]1)CCCC2	17.1	0.2	-9.8	-10.3	0.95	5.0	4.9	0.899	10.1
N#Cc1c(N2CCCCC2)nc(N)c2c(N)nc3c(c12)CC(CCl)O3 (stereo not given)	-4.4	1.3	9.7	13.5	1.01	-1.4	-3.6	1.19	-19.1
CCCOc1cccc(C(=O)NC(=S)Nc2cccc(NC(=O)c3ccccc3Cl)c2)c1	18.0	4.1	7.2	15.1	0.845	15.5	-1.3	0.846	15.4
O=C(COC(=O)COc1ccccc1)Nc1ccc(Br)cc1Br	14.3	-0.8	0.1	-22.0	0.963	3.7	-11.4	0.956	4.4
CSc1ccccc1NC(=O)CN(C)S(=O)(=O)c1ccc(F)cc1	16.4	3.6	-7.2	12.3	0.942	5.8	-1.4	1	-0.5
OC(COCc1cccs1)CN1CCN(c2ccccn2)CC1 (stereo not given)	5.4	-4.8	-9.0	-5.7	0.927	7.3	2.2	0.97	3.0
NS(=O)(=O)c1ccc(S(=O)(=O)N2CCN(C3CCCC3)CC2)cc1	20.3	-0.8	4.7	20.5	1.16	-16.1	-3.9	1.02	-2.5
Cn1c(SCCOc2ccc(Cl)cc2)nnc1-c1ccncc1	5.8	8.0	18.2	15.1	1.2	-20.2	0.2	0.951	4.9
COc1ccc(Sc2cnn(-c3ccccc3)c(=O)c2Cl)cc1	14.9	28.1	12.5	47.8*	0.918	8.2	-9.0	1.09	-8.9
CCc1ccccc1NC(=O)CNC(=O)c1cc(C2CC2)nn1-c1ccccc1	15.1	-6.9	12.6	16.9	1.13	-12.8	-38.7	1.18	-18.3
CSc1ccc(CN2CCN(C(=O)c3ccc([N+](=O)[O-])cc3)CC2)cc1	32.4	-11.8	0.9	1.1	1.08	-8.3	-3.7	0.934	6.6
O=C(NCc1ccccn1)C1COc2ccccc2O1 (stereo not given)	-1.7	-7.9	-4.9	1.7	1.12	-11.9	-0.1	1.04	-3.7
COc1cccc(CN(C)CC(=O)NCc2ccccc2Cl)c1OC	4.1	-3.4	2.0	26.0	1.12	-12.1	5.8	0.946	5.4
Cc1ccc(N(C(=O)c2ccccn2)C2(C(=O)NC3CCCC3)CCCCC2)cc1	11.7	17.2	6.1	15.1	0.977	2.3	-18.8	1.01	-1.4
NC(=O)/C(=C/c1ccco1)NC(=O)c1ccc(Br)o1	-1.1	-9.5	0.5	-6.4	1.04	-4.0	6.4	0.854	14.6
Cc1ccc(C2=Nc3ccccc3N=C(C(Cl)Cl)C2)cc1	19.4	33.9	11.0	-2.9	1.01	-0.7	21.5	0.929	7.1
Cc1ccc(C(c2nnnn2C2CCCCC2)N2CCc3ccccc32)cc1 (stereo not given)	-8.0	24.0	19.6	27.3	0.932	6.8	16.1	0.944	5.6
O=C(COC(=O)CCC1CCCC1)Nc1ccccc1Br	23.0	-2.7	11.7	-5.0	1.09	-8.8	8.8	0.922	7.8
C#CCOCCOCCOCCNc1nc(N2CCN(C(=O)[C@H]([C@@H](C)CC)n3cc(CCCN=C(N)N)nn3)CC2)nc(N2CCN(C(=O)[C@H]([C@@H](C)CC)n3cc(CCCN=C(N)N)nn3)CC2)n1	-3.6	12.5	32.6	8.6	0.752	24.8	.	1.08	-7.8
